# LDHA block: blocks human lactate dehydrogenase A; purified LDHA, NADH/diaphorase-resazurin fluorescence; hits give low values; activity change, % (values are at about 110 or 230 µM); actives 0.15% (n = 480,000); AID 1347041; in the data active means activity change below about -30%;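 further: plate controls were DMSO wells for no effect and wells without enzyme for full effect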
#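 Human LDH5 at 2 nM final in Tris HCl pH 7.4 with 0.06 mM NADH and 0.2 mM pyruvate, reacted 5 minutes at room temperature. Remaining NADH coupled via diaphorase/resazurin; resorufin fluorescence read at 0 and 20 minutes, normalized to enzyme-free and DMSO wells.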
# Active calls of the source: *. Not all compounds are listed. The share of hits here may be higher or lower than overall.
SMILES,LDHA block
COCc1ccccc1C(=O)NCCC(C)C,-1
CSc1ccc(CN(C)CC(=O)NC(=O)NC2CCCC2)cc1,-2
CCn1c(Cc2ccc(OC)cc2)nnc1SC(C)c1nc2ccccc2c(=O)[nH]1 (configuration not stated),2
CCCc1c(-c2ccc(F)cc2F)ncn1Cc1cccc(-c2ccccc2)c1,1
O=c1[nH][nH]c2c1C(c1ccc(F)cc1)OC(CCc1ccccc1)C2 (configuration not stated),3
O=C(O)C1CC2CCCC(C1)C2=O (configuration not stated),-3
CC(C)CCC(CC(C)O)C(=O)NN (configuration not stated),-9
N#CC1=C(N)OC2=C(C(=O)CC(c3ccccc3)C2)C1c1ccsc1 (configuration not stated),13
CNC(=O)c1ccccc1C(=O)c1cc(C)ccc1C,0
CCc1nonc1NC(=O)COc1ccc(C)c(C)c1,5

# Some of the entries above in a different format:
SMILES	LDHA block
CC(C)CCC(CC(C)O)C(=O)NN (configuration not stated)	-9
CNC(=O)c1ccccc1C(=O)c1cc(C)ccc1C	0
COCc1ccccc1C(=O)NCCC(C)C	-1
CCn1c(Cc2ccc(OC)cc2)nnc1SC(C)c1nc2ccccc2c(=O)[nH]1 (configuration not stated)	2

# The results go on:
SMILES,LDHA block
CCC(C(=O)OCC(=O)c1c(C)[nH]c2ccccc12)c1ccccc1 (configuration not stated),5
CC(=O)c1ccc(-c2ccc(C(=O)OC(C)C#N)o2)cc1 (configuration not stated),-1
CCOC(=O)c1sc(Nc2ccccc2)nc1C(F)(F)F,2
C[C@H](NC(=O)/C=C/c1ccccc1)C(=O)O,1
Cc1cccc(C(=O)NCCc2c[nH]c3ccc(Cl)cc23)c1,7
Cc1ccccc1/[N+]([O-])=C/c1ccccc1,30
C=C(C)CNC(=S)NNC(=S)NC1CCCC(C)C1C (configuration not stated),-6
COc1ccccc1C(=O)NCC[N+](C)(C)C,-17
CC(C)OC(=O)CCNC(=O)c1ccc(CS(C)(=O)=O)cc1,-1
CC(=O)N1CCc2cc(NC(C)C(=O)Nc3ccccc3OC(F)F)ccc21 (configuration not stated),6

# Taken from above:
# Reading of CCc1nonc1NC(=O)COc1ccc(C)c(C)c1 in LDHA block: 5
# Reading of CC(=O)c1ccc(-c2ccc(C(=O)OC(C)C#N)o2)cc1 (configuration not stated) in LDHA block: -1

# Next part.
SMILES,LDHA block
O=C(CN1N=C(c2ccccc2)c2cc(Cl)ccc2S1(=O)=O)Nc1ccc(F)cc1F,7
CNc1nc(-c2cn(CCC#N)c3ccccc23)cs1,-20
CC(C)CNC(=O)CN1CCN(c2cccc(F)c2C#N)CC1,4
COc1ccc(C(NC(=O)Cc2cccs2)C(=O)Nc2ccc3c(c2)OCO3)cc1 (configuration not stated),-3
CCN(CC)S(=O)(=O)c1ccc(-c2nc(C#N)c(NCC(C)C)o2)cc1,0
Cc1ccc(C(=O)NC(C2CC2)C2CC2)cn1,4
CCN(CC)c1nc2ccccc2nc1C(=O)Nc1cc(C(=O)OC)cc(C(=O)OC)c1,-5
CCCCNc1nc2c(c(=O)n(C)c(=O)n2C)n1Cc1ccccc1Br,10
Cc1ccc2oc(=O)c(-c3nc(-c4ccc(F)cc4)no3)cc2c1,1
O=C(Cc1ccc(F)cc1)NCCNC(=O)c1cc(=O)[nH]c2ccccc12,-6
Cc1ccc(N(Cc2cccs2)C(=O)c2cccc(C)c2)cc1,15
Cc1ccc(CNC(=O)Cn2c(CO)cnc2SCC(=O)Nc2c(C)cc(C)cc2C)cc1,-14
COc1ccc(S(=O)(=O)Nc2nc3ccccc3nc2Nc2cccc(C(F)(F)F)c2)cc1,-7
C#C[C@]1(OC(C)=O)CCC2C3CCc4cc(OC(C)=O)ccc4C3CCC21C (some centres not stated),1
CC(C)c1ccc(S(=O)(=O)N2CCN(c3nc(-c4cccnc4)nc4ccccc34)CC2)cc1,1
CCc1cc2c(=O)c(-c3ccc4c(c3)OCCCO4)coc2cc1OS(C)(=O)=O,-21
CCOc1ccc2nc(C)cc(Nc3ccc(C(=O)OC)cc3)c2c1,-3
CCOc1ccc2c(c1)O/C(=C\c1ccccc1OS(C)(=O)=O)C2=O,1
CSC(C)C(=O)NC(CC(C)(C)C)c1ccc(F)cc1 (configuration not stated),-1
O=C(CSc1ccccc1C(=O)Nc1ccc2c(c1)OCCO2)NCc1ccco1,-4
CC(C)c1ccccc1-n1c(SCC(=O)N2CCC2)nc2ccccc2c1=O,-2
COc1cc(CNC(=O)N2CCN(Cc3ccc(Br)s3)CC2)ccc1OC(F)F,-6
O=C1CN(CC(=O)Nc2ccc(F)cc2F)CCN1,-4
Cc1ccc(-c2cnc(CCC(=O)Nc3c(C)cccc3C(C)C)o2)cc1,-2
CCCOc1cc2cc(C(=O)c3ccccc3O)cnc2cc1OCCC,16
CCOC(=O)C(O)(NC(=O)c1ccccc1OCC)C(F)(F)F (configuration not stated),2
CC(NC(=O)Cn1nc(-c2ccc(F)cc2)oc1=O)c1ccc(F)cc1 (configuration not stated),-9
COc1ccc2c(C)c(CCC(=O)N3CCN(Cc4ccccc4)CC3)c(=O)oc2c1,0
CNC(=O)Nc1ccc(NC(=O)C(c2ccc(Cl)cc2)C(C)C)cc1 (configuration not stated),1
COc1ccc(C)cc1-n1nnnc1SCC(=O)N1CCN(CC(=O)N2CCCC2)CC1,7
CCC(CC)C(=O)Nc1nonc1-c1ccc(Cl)cc1,1
Cc1nc2cc(F)ccc2cc1C(=O)NCC1CCCCC1,4
CCCNC(=O)COC(=O)Cc1nn(C)c(=O)c2ccccc12,0
O=C(c1cc(Cl)cc(Cl)c1)N1CCC(=O)N([C@H](COCc2ccccc2)Cc2ccccc2)CC1,5
CC[Si](C)(CC)COC(=O)CCC[N+](C)(C)C,-20
N#C/C(=C\c1ccc(-c2ccccc2Cl)o1)c1ccc(F)cc1,9
N#Cc1ccc(CNc2ccccc2C(N)=O)cc1,-5
O=C(Cc1ccccc1)Nc1ccc(N2CCOCC2)c(Cl)c1,-4
O=C(O)c1cc(N2CCOCC2)ccn1,11
COC(=O)c1cccc2c1-c1ccccc1C2=O,3
COc1cc(NC(=O)c2ncoc2-c2ccc(OC)c(OC)c2)cc(OC)c1,7
CC(C)(C)c1cc(N)c(O)c(Cl)c1,-2
CN(CC(=O)NC1(C#N)CCCCC1)Cc1ccc(C(F)(F)F)cc1,4
O=[N+]([O-])c1ccccc1/C=C/C=N/Nc1nc(Cl)c(Cl)cc1Cl,7
CCC(=O)n1nc(-c2ccc(OC)cc2)nc1SCc1ccccc1,-4
Cc1ccc(/C=C/c2ccc3cccc(O)c3n2)cc1C,5
FC(F)Oc1ccc(CNC23CC4CC(CC(C4)C2)C3)cc1,2
O=C(NCCc1c[nH]c2ccccc12)c1ccc(Cl)cc1F,16
COc1cccc(NC(=O)CCc2ncc(-c3ccc(Cl)cc3)o2)c1,3
Cn1c(=O)c2c(nc(Sc3ccccc3N)n2Cc2ccc(F)cc2)n(C)c1=O,7

# Pulled by structure from the list above:
SMILES,LDHA block
O=C(NCCc1c[nH]c2ccccc12)c1ccc(Cl)cc1F,16
O=[N+]([O-])c1ccccc1/C=C/C=N/Nc1nc(Cl)c(Cl)cc1Cl,7
CN(CC(=O)NC1(C#N)CCCCC1)Cc1ccc(C(F)(F)F)cc1,4
COc1cccc(NC(=O)CCc2ncc(-c3ccc(Cl)cc3)o2)c1,3
Cc1ccc(/C=C/c2ccc3cccc(O)c3n2)cc1C,5
FC(F)Oc1ccc(CNC23CC4CC(CC(C4)C2)C3)cc1,2
CCC(=O)n1nc(-c2ccc(OC)cc2)nc1SCc1ccccc1,-4

# Additional results follow:
SMILES,LDHA block
Cc1ccc(-c2cc(C(=O)N3CCC(C(N)=O)CC3)c3ccccc3n2)c(C)c1,0
O=C(c1ccc(Cl)cc1Cl)N(C1CCCCC1)C1CCCCC1,4
CCn1c(CN(c2ccccc2)S(C)(=O)=O)nnc1SCC(=O)c1cc(C)n(CC)c1C,7
CC(C)(C)c1ccc(O)c(NC(=O)c2cc(F)cc(F)c2)c1,0
CCCCC(CC)C(=O)NC12CC3CC(CC(C3)C1)C2 (configuration not stated),0
CCC1CCCCN1C(=O)Cn1c(-c2ccc(F)cc2)nc(C)cc1=O (configuration not stated),-3
CC(=O)OC1CCC2(C=O)C3CCC4(C)CC(C5=CC(=O)OC5)CC4(O)C3CCC2(O)C1 (configuration not stated),-2
COc1cccc(CNCc2cccc3[nH]ccc23)c1,-17
COc1c2occc2c(OC)c2c(=O)cc(C(F)(F)C(F)F)oc12,11
Cc1cccc(OCC(O)CN)c1 (configuration not stated),0
COc1ccc(-c2c(C)oc3cc(OCC(=O)NCCC4=CCCCC4)ccc3c2=O)cc1,4
COCCn1c(SCc2ccccc2C#N)nnc1-c1ccc(Cl)cc1,5
O=C(O)C(Br)Cc1ccc(Cl)cc1 (configuration not stated),25
Cc1cc(C)c2cc(C(=O)NCCN(C(C)C)C(C)C)[nH]c2c1,10
S=C(N/N=C/C(c1ccccc1)c1ccccc1)Nc1ccccc1Cl,-1
Cc1cccc(/C=N/NC(=O)CCc2ccccc2)c1,7
O=c1oc2ccccc2c(NC2CCCCC2)c1NS(=O)(=O)c1ccccc1Cl,-11
CCCCC(=O)Nc1ccccc1C(C)CC (configuration not stated),1
O=C(NCc1ccco1)c1cc2cc(Br)ccc2[nH]1,-1
Cc1cc(C)cc(OCCC(=O)Nc2c(C)nn(C)c2C)c1,3

# Brought forward from above: six compounds; new compounds follow.
SMILES,LDHA block
S=C(N/N=C/C(c1ccccc1)c1ccccc1)Nc1ccccc1Cl,-1
Cc1cccc(/C=N/NC(=O)CCc2ccccc2)c1,7
O=c1oc2ccccc2c(NC2CCCCC2)c1NS(=O)(=O)c1ccccc1Cl,-11
CCCCC(=O)Nc1ccccc1C(C)CC (configuration not stated),1
O=C(NCc1ccco1)c1cc2cc(Br)ccc2[nH]1,-1
Cc1cc(C)cc(OCCC(=O)Nc2c(C)nn(C)c2C)c1,3
COc1ccc(C(NC(=O)CSc2ccc(Br)cc2)c2nccn2C)cc1 (configuration not stated),6
CC1(c2nnnn2-c2ccc3c(c2)OCCO3)CCC(=O)N1Cc1cccnc1 (configuration not stated),9
Cc1n[nH]c(C)c1/C=C/C(=O)c1ccc(Br)cc1,5
CCN(C(=O)COC(=O)c1cc2ccccc2oc1=O)c1ccccc1,-6
N#Cc1nc(-c2ccc(Cl)cc2)oc1NCc1ccccc1Cl,17
Cc1nc(NCc2ccccc2)sc1C(=O)NC1CCCC1,3
CCCCN(Cc1ccccc1)c1ccc(NS(=O)(=O)c2ccc(C(C)(C)C)cc2)cc1C(=O)O,11
CNS(=O)(=O)Cc1ccccc1CNC(=O)c1cc(F)cc(F)c1,-1
CCCOC(=O)c1ccc(Oc2coc3cc(OCC)ccc3c2=O)cc1,0
CNC(=O)c1ccc(CNC(=O)Cc2cn(C)c3ccccc23)cc1,-5
C[C@H](c1ccccc1)N1C[C@H](COCc2ccccc2)Oc2cc(N3CC[C@@H](O)C3)ccc2S1(=O)=O,-2
O=C(O)CCSC(C(=O)N1CCCCC1)c1ccccc1 (configuration not stated),-4
CCCn1c(-c2ccc(OCC#N)c(OC)c2)nc2c1c(=O)[nH]c(=O)n2Cc1ccccc1,-19
Cc1ccccc1Cn1ccc(NC(=O)C2=CC(c3ccc(F)cc3)=NS(=O)(=O)N2C)n1,-7
NC(=S)N/N=C/c1ccc(Cl)cc1,-6
COc1cc(C(=O)/C=C/c2cccc(F)c2)ccc1S(C)(=O)=O,10
COc1ccc(-c2cc(C(=O)N3CCOC(C)C3)c3ccccc3n2)cc1OC (configuration not stated),0
CCc1cc(-c2ccccc2)nc2ccccc12,-3
CCOc1ccc2c(=O)c(Oc3cccc(OC)c3)coc2c1,-5
Cc1ccc(-c2nn(CCC(=O)Nc3ccc(Cl)cc3)c(=O)c3ccccc23)cc1,-1
COc1cccc(NC(=O)CSC2=C(C#N)C(c3ccc(C(C)C)cc3)C3=C(CCCC3=O)N2)c1 (configuration not stated),16
O=S(=O)(NCCc1ncc2ccccn12)c1ccc(F)cc1,15
Cc1ccc(NC(=O)c2cc(C)nc3ccccc23)nc1,0
C=CCOC(=O)C(C#N)c1nc2ccccc2nc1N1CCCCC1 (configuration not stated),11
CCOC(=O)c1sc(C)nc1C,-1
CC(C)OCCCNCc1ccc(C(C)C)cc1,-4
COc1ccc2nc(NC(=O)c3cc(=O)c4ccc(C)cc4o3)sc2c1,-10
COc1cccc(OC)c1C(=O)OCc1ccc(Br)cc1,0
CN(CC(=O)NCC(F)(F)F)C(c1ccccc1)c1ccccc1,7
CC(Sc1ccccc1C(=O)NCC(=O)C(C)(C)C)C(=O)Nc1ccccc1 (configuration not stated),-8
CC(Nc1ncccc1-c1nc(-c2ccccc2)no1)c1ccccc1 (configuration not stated),5
CCOC(=O)C1CCN(C(=O)c2cc3cc(OC)ccc3[nH]2)CC1,10
CCCn1nc(C(=O)NCc2ccc(OC)cc2)c2ccccc2c1=O,0
Cc1cccc(NC(=O)CN2CCCN(c3ncc(C(F)(F)F)cc3Cl)CC2)c1,12
CCc1c(C(=O)NC2CCN(C(C)C)CC2)csc1C,7
CCn1c(-n2nc(C)c(C)c2C)nc2c1c(=O)n(Cc1c(F)cccc1Cl)c(=O)n2C,-11
CCCc1noc(CSc2nnnn2-c2cc(C)ccc2OC)n1,3
COc1cccc(-n2cnc3c2NC(=O)CC3c2ccccc2)c1 (configuration not stated),64
CSC1=N/C(=C\c2ccc3ccccc3c2)C(=O)S1,7
COc1cc(/C=C(\C#N)C(=O)C(C)(C)C)ccc1OCc1ccc(Cl)cc1Cl,-3
CCc1ccc(Oc2ccc(C#N)c(C#N)c2)cc1,4
O=C(c1ccco1)N(Cc1cccnc1)Cc1cc2ccccc2[nH]c1=O,-7
Cc1c(OS(C)(=O)=O)ccc2c1O/C(=C\c1ccc3c(c1)OCO3)C2=O,5
CC(=O)/C(=C1\NC(C)(C)Cc2cc(C)c(C)cc21)c1ccccc1,4
CC(C)(C)C(=O)Nc1cccc(NC(=O)C2CCN(c3nc4ccccc4o3)CC2)c1,5
O=C(Nc1cccc(Cl)c1)c1nn(-c2ccccc2)c(=O)c2ccccc12,-2

# Source: PubChem (National Center for Advancing Translational Sciences (NCATS))
